From PubChem
Mdm2 MdmX PPI – human Mdm2/MdmX binding inhibition; O15151+Q00987; SaOS-2 split-luciferase Mdm2/MdmX complementation, luminescence; inhibition, % at 8 µM; actives 3% (n = 330,000); AID 485346;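 active means inhibition of at least 50% at 8 µM in the primary screen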
Target sequence (O15151 whole entry, looked up): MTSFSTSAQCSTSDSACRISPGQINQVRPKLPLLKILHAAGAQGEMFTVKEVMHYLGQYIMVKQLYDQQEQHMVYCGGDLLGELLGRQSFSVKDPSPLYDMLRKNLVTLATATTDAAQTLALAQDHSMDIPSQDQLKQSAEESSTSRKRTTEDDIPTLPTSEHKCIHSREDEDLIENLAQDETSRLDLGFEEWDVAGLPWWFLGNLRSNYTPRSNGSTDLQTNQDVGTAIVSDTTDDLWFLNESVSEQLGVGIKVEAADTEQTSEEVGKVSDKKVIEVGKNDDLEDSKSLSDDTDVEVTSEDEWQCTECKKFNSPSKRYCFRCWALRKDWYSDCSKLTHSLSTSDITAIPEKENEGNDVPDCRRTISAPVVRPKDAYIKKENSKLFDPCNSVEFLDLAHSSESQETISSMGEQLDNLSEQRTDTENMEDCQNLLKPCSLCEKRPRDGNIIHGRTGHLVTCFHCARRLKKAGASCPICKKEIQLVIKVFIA
Target sequence (Q00987 whole entry, looked up): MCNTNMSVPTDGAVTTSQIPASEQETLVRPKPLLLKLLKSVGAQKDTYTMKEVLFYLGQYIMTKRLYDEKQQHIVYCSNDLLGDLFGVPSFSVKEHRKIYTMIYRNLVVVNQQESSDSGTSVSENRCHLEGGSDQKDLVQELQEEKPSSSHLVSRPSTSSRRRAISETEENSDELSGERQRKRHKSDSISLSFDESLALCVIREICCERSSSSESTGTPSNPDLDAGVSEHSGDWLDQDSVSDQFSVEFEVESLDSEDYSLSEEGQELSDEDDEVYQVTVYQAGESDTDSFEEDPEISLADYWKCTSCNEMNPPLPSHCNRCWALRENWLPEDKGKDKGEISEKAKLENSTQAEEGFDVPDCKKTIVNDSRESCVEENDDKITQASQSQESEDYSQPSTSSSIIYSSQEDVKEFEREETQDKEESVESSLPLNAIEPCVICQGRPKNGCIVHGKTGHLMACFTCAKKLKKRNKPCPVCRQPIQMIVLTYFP
Jurkat NFkB inh – lowers PMA/ionomycin-induced NF-kB signal in Jurkat cells. inhibition, % at 4 µM. AID 435003. actives 0.53% (n = 330,000). PMA/ionomycin-induced NF-kB luciferase reporter, luminescence; in the data active means inhibition above about 50%
CHOP UPR activ – activators of apoptotic arm of unfolded protein response (CHOP); CHO-CHOP luciferase reporter, UPR activation, luminescence; percent of tunicamycin response over DMSO baseline; activation, % at 10 µM; actives 0.34% (n = 330,000);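 active means at 10 µM dose, activation of 40% or more, normalized to positive control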;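 further: 100% = tunicamycin at 10 µg/mL and 0% = DMSO alone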
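System: CHO CHOP reporter cells. Amount: 500 cells per well. Buffer or medium: F12 medium, 10% FBS. Compound dosing: one dose, 10 µM in 0.5% DMSO. Incubation: 6 h compound exposure at 37 °C after overnight seeding. Technique: Steady-Glo luciferase luminescence. Benchmarks: tunicamycin and DMSO controls.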
TIM10 inh – inhibits growth of TIM10 yeast strain | S. cerevisiae TIM10 strain growth, BacTiter-Glo luminescence, 24 h | inhibition, % at 10 µM | actives 1.4% (n = 330,000) | AID 463195;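 active means inhibition of 40% or more at the single tested concentration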;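 further: wild-type TIM10 isogenic control strain grown at permissive 25 °C; 0% = DMSO yeast wells and 100% = minimal medium wells without yeast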
XBP1 UPR activ – activators of adaptive arm of unfolded protein response (XBP1) | CHO-XBP1 luciferase reporter, IRE1-XBP1 UPR activation, luminescence; percent of tunicamycin response, DMSO as zero | activation, % at 20 µM | actives 0.33% (n = 330,000);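 active means versus positive control, 20 µM dose yields 30% or more activation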;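 further: 100% = tunicamycin at 10 µg/mL and 0% = DMSO only wells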
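Material: CHO-XBP1 cells stably carrying IRE1-XBP1-driven luciferase reporter | Medium: F12 with 10% serum | Compound dosing: 20 µM single concentration, DMSO 1% | Incubation: Overnight seeding at 37 °C, 6 h compound treatment at 37 °C | Detection: Steady-Glo luminescence read | Read-out basis: % activation of reporter signal versus tunicamycin and DMSO controls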
tim10-1 inh – growth inhibitors of tim10-1 mutant yeast; S. cerevisiae tim10-1 ts strain growth, BacTiter-Glo, 24 h; inhibition, % at 20 µM; actives 2.2% (n = 330,000); AID 463190;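 active means inhibition of at least 40%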;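 further: mutant grown at 25 °C; 0% = DMSO wells with yeast and 100% = wells holding no yeast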
697 NFkB inh – lowers PMA/ionomycin-induced NF-kB signal in 697 B cells; AID 435022; inhibition, % at 4 µM; 697 B-cell NF-kB luciferase reporter, 16 h; actives 0.33% (n = 330,000); in the data active means inhibition above about 35%
tim23-1 inh – tim23-1 yeast growth inhibition. S. cerevisiae tim23-1 growth, BacTiter-Glo luminescence, 24 h. inhibition, % at 20 µM. actives 1.3% (n = 330,000). AID 463212;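 active means growth inhibition of the mutant yeast at or above 50%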;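 further: temperature-sensitive mutant grown at 25 °C; plate controls were DMSO-treated mutant yeast for no effect and medium wells lacking yeast for full effect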
Starred values were filed as active, the others as inactive.

SMILES	Mdm2 MdmX PPI	Jurkat NFkB inh	CHOP UPR activ	TIM10 inh	XBP1 UPR activ	tim10-1 inh	697 NFkB inh	tim23-1 inh
COc1ccc(C(CNC(=O)c2ccco2)N2CCCCC2)cc1 (stereo unspecified)	-26	-6	0.9	2	1	13	1	10
CCOC(=O)c1c(C)[nH]c(C(=O)CSc2nc3ccccc3o2)c1C	32	-10	2.3	-1	2	0	-5	-2
CSc1nc(N2CCN(Cc3ccc4c(c3)OCO4)CC2)c2ccccc2n1	15	-11	5.5	0	-4	22	-12	33
CCc1nnc(NC(=O)c2ccc(S(=O)(=O)N3CCc4ccccc4C3)cc2)s1	-5	15	1.2	5	1	4	9	-9
CCCCNC(=O)C(Sc1ccccc1)c1ccccc1 (stereo unspecified)	0	16	-1.8	18	-1	36	5	24
COc1ccc(S(=O)(=O)NCC2CCCN(C(=O)C3CCCC3)C2)cc1 (stereo unspecified)	9	4	2.1	-15	0	-26	5	11
COc1ccc(O)c(/C=N/Nc2nc3ccccc3[nH]2)c1	-2	-25	5.3	6	-2	3	10	-6
Cc1ccc(C(=O)OCC(=O)N2CCCc3ccccc32)cc1C	15	-1	-0.7	6	-1	27	-7	22
Cc1ccc2nc(N3CCN(C(=O)CCCC(=O)O)CC3)nc(-c3ccccc3)c2c1	17	-3	1.2	21	6	25	-29	29
O=C(C1CC1c1ccccc1)N1CCOCC1 (stereo unspecified)	8	1	-0.7	-1	-2	15	3	-4
O=C(O)c1ccc(NC(=O)C(c2ccccc2)c2ccccc2)cc1	19	4	1.2	-3	-3	9	14	10
COc1ccc(C)cc1NC(=O)CSc1nnc(-c2cc(C)[nH]n2)n1N	7	1	1.4	-2	-2	5	-6	-10
CC(C)c1c(C(=O)N/N=C/c2c[nH]c3ccccc23)nnn1-c1nonc1N	11	-4	0.7	-1	0	-9	-8	3
COC(=O)c1ccccc1NC(=O)C/C(C)=N/NC(=O)Cc1ccc(Cl)cc1	6	15	-0.8	-25	0	-47	10	7
COc1ccc(OCC(=O)OC(C)CN2CCCCC2)cc1 (stereo unspecified)	-23	-13	-0.6	0	-2	6	-42	8
COc1ccc(OC(C)C(=O)N2CC(C)OC(C)C2)cc1 (stereo unspecified)	13	2	-0.6	-3	3	4	16	13
CCc1nc(SCC(=O)NC2CC2)c2c(C)c(C)sc2n1	16	11	-1.3	-17	1	19	-5	29
Cc1ccc(NC(=O)/C=C/c2cccc([N+](=O)[O-])c2)nc1	14	-2	-0.2	-21	2	13	-29	-18
Cc1ccc2cc(C#N)c(SCC(=O)NCC3CCCO3)nc2c1 (stereo unspecified)	10	-20	-1.7	-16	-4	5	6	3
Cc1ccc(Cc2nnc3n(-c4ccccc4)nc(C(=O)c4ccccc4)n3c2=O)cc1	53*	43	-0.9	21	0	28	-3	2
COc1ccc(-c2cnnc(N/N=C/C(C)=C/c3ccccc3)n2)cc1	10	-3	1.0	9	7	2	-13	9
Cc1cccc(N2CCN(S(=O)(=O)c3c(C)[nH]c(C)c3C(=O)N3CCCCC3)CC2)c1C	13	6	-2.6	5	-2	11	15	8
CCOC(=O)C(=O)Nc1ccc(S(=O)(=O)Nc2ncccn2)cc1	9	2	0.5	0	1	2	13	-11
O=C(Nc1ccc(C(=O)N2CCOCC2)cc1)c1cccc([N+](=O)[O-])c1	-5	7	0.6	0	-2	9	11	8
C=C1CCN([C@H](C(=O)NCc2ccc(OC)cc2)C(C)C)S(=O)(=O)c2ccccc21	-2	7	-1.4	12	-2	26	-26	35
CN(/N=C/c1ccccc1)C(=S)c1ccccc1	21	1	2.1	-6	1	15	-24	20
COC(=O)C1C(O)C(C)C(O)C(C)(O)/C=C\C=C(/C)C(=O)Nc2c(C)c(OC(C)=O)c3c(c2O)C(=O)C(C)=C2OCOC(=C23)/C(C)=C/C(C)(O)C(O)C(C)C1O (stereo unspecified)	11	12	-0.9	7	-4	16	5	18
CCn1nc(C)c(Oc2ccccc2O)c1C	12	7	-1.8	-9	-1	-18	-14	21
CCOC(=O)CSc1nnc(Cn2nnc3ccccc32)n1-c1ccc(F)cc1	-1	14	0.2	10	-2	6	10	12
Cc1ccc(C(=O)COC(=O)CNC(=O)CNC(=O)c2ccc(C)cc2)cc1	-23	-4	2.2	4	-1	10	2	-4
CCc1ccc(S(=O)(=O)NCCc2cn3cccc(C)c3n2)s1	-12	15	1.7	-3	2	-6	9	0
CC[C@H](C)[C@H](NC(N)=O)C(=O)Nc1ccc(NC(C)=O)cc1	-22	2	0.4	13	2	-19	-5	2
CCS(=O)(=O)NCc1csc(-c2ccccc2)n1	3	-10	1.7	-4	0	-2	-7	-2
CN1CCN(C(=O)CCN2C(=O)c3ccccc3S2(=O)=O)CC1	-1	4	-1.2	-7	-3	-31	16	-13
CCC(C)(C)NC(=O)C(c1ccc(OC)cc1)N(C(=O)CCC(=O)Nc1cc(C)on1)c1cccc(OC)c1 (stereo unspecified)	15	-6	-2.7	-12	2	9	4	9
FC(F)(F)c1nc2ccccc2n2c(-c3ccc(Cl)cc3)nnc12	96*	34	13	-3	47*	13	-11	25
Cc1c(NC(=O)CSc2nc(-c3ccco3)cc(C(F)(F)F)n2)c(=O)n(-c2ccccc2)n1C	1	-6	-2.5	11	-1	9	18	14
Cc1cccc(N2C(=O)C(CC(=O)Nc3cccc(F)c3)N(CCc3ccncc3)C2=O)c1 (stereo unspecified)	0	0	-1.0	1	-5	13	1	6
S=C(NCCN1CCOCC1)Nc1ccccc1Cl	8	18	0.4	11	-2	1	12	9
C=CCn1c(C(c2ccccc2)c2ccccc2)n[nH]c1=S	-17	11	0.2	14	0	19	-4	20
O=C(CSc1cccc2cccnc12)NCc1ccco1	28	-6	-1.9	8	0	12	6	-2
CCN(c1ccc(F)cc1)S(=O)(=O)c1cccc2nsnc12	5	-9	-3.1	-8	2	23	13	4
COc1ccc(-n2nc(C(=O)NCC(=O)N3CCC(C(N)=O)CC3)c3ccccc3c2=O)cc1OC	13	-1	-1.0	-2	-5	18	9	19
CN(C)CCn1c2c(c(SCC(=O)NCc3ccccc3)nc1=O)CCCC2	14	14	1.4	2	1	9	19	11
Cc1cc(/C=N/n2c(COc3ccccc3)nc3ccccc3c2=O)c(O)c([N+](=O)[O-])c1	59*	3	-1.2	4	-1	10	-55	46
CCCCNC(=O)[C@H]1C[C@H]1[C@@H](O)[C@H](CO)NC(=O)[C@H](COCc1ccccc1)NC(=O)OC(C)(C)C	-11	-10	-1.6	6	-3	-16	0	3
c1ccc(CSc2ncn(-c3ccccc3)n2)cc1	-206	-110	0.5	-4	1	22	-186	21
C=CCOc1ccc(C2NC(=S)NC(c3ccccc3)=C2C(C)=O)cc1OC (stereo unspecified)	7	0	18	-3	7	-4	-7	14

3 records drawn at random from those above, as already listed:
SMILES	Mdm2 MdmX PPI	Jurkat NFkB inh	CHOP UPR activ	TIM10 inh	XBP1 UPR activ	tim10-1 inh	697 NFkB inh	tim23-1 inh
c1ccc(CSc2ncn(-c3ccccc3)n2)cc1	-206	-110	0.5	-4	1	22	-186	21
C=CCOc1ccc(C2NC(=S)NC(c3ccccc3)=C2C(C)=O)cc1OC (stereo unspecified)	7	0	18	-3	7	-4	-7	14
Cc1cc(/C=N/n2c(COc3ccccc3)nc3ccccc3c2=O)c(O)c([N+](=O)[O-])c1	59*	3	-1.2	4	-1	10	-55	46

(cont.)
SMILES	Mdm2 MdmX PPI	Jurkat NFkB inh	CHOP UPR activ	TIM10 inh	XBP1 UPR activ	tim10-1 inh	697 NFkB inh	tim23-1 inh
COc1ccccc1N=C1NC(=O)/C(=C/c2ccc(N(C)C)cc2)S1	45	49	4.3	17	6	6	-81	22
COC(=O)c1ccc(NCC(=O)Nc2cc(C)cc(C)c2)cc1	5	0	-1.9	-3	0	-7	-6	17
COc1cc(/C=C/C(=O)OCC(=O)N2CCC(Cc3ccccc3)CC2)ccc1O	-4	35	3.9	21	-1	-3	15	23
CCc1ccc(Nc2ncnc3nc[nH]c23)cc1	-82	-95	6.2	7	2	7	-81	19
CCc1nnc(NC(=O)c2ccc3c(c2)C(=O)N(C(C)(C)C)C3=O)s1	-60	-20	5.9	3	1	12	-26	13
Cc1ccc(S(=O)(=O)NCCC(=O)NNC(=O)c2ccccc2O)cc1C	37	10	1.5	-3	-3	0	4	-10
O=C1CCC/C=C/C[C@@H](CC(=O)N(CCO)Cc2ccccc2)C(=O)NC[C@@H](c2ccccc2)O1	23	-6	1.7	3	-2	13	9	12
Cc1nc2c(cc1C#N)C(=O)c1ccccc1-2	-11	8	4.3	8	1	14	9	9
COc1ccc(NC(=O)Cc2nnc(SCC(=O)NC3CCCCC3C)n2C)cc1 (stereo unspecified)	-22	8	1.2	8	1	-10	-8	6
CCN=C(NCC)SC1CC(=O)N(c2ccc(OC)cc2)C1=O (stereo unspecified)	18	4	-0.6	14	-5	25	1	13
CCCCn1c(NCCN(C)C)nc2c1c(=O)[nH]c(=O)n2C	13	2	1.7	10	0	18	3	-9
CCN1CCN(C(=O)c2ccc(CNS(=O)(=O)c3cccc(OC)c3)cc2)CC1	1	-17	0.6	-1	-2	-5	-30	-12
CCN(C(=O)COC(=O)c1ccc(=O)n(Cc2ccccc2)n1)C1CCS(=O)(=O)C1 (stereo unspecified)	17	7	-0.5	-1	0	-4	13	1
COc1cccc(/C=N/c2oc(-c3ccccc3)cc2C#N)c1O	12	9	2.4	15	0	16	-2	7
C#CCOCCOCCOCCNc1nc(N2CCN(C(=O)CCCCCCCCCCNC(=O)[C@H](CCCCN)n3cc(C)nn3)CC2)nc(N2CCN(C(=O)CCCCCCCCCCNC(=O)[C@H](CCCN=C(N)N)n3cc(C[C@@H](C)CC)nn3)CC2)n1	1	-7	-0.6	9	8	40*	-6	50*
O=C(COc1ncnc2ccccc12)Nc1cc([N+](=O)[O-])ccc1Cl	-3	4	0.3	-2	0	-5	-8	0
CCOC(=O)c1cnc(-n2nc(C)cc2C)nc1NCCO	9	1	-1.8	10	0	13	-11	-12
COc1ccccc1N(CC(O)Cn1nc(C)cc1C)S(=O)(=O)c1ccccc1 (stereo unspecified)	-14	2	0.9	20	0	19	14	25
O=[N+]([O-])c1ccc(COc2ccc(Br)cc2CN2CCOCC2)cc1	-7	-9	0.7	15	6	-4	3	28
COc1ccccc1NC(=O)N1CCN(c2ccc3nnc(-c4ccc(F)cc4)n3n2)CC1	23	7	-2.4	9	6	12	35*	-15
O=C(COC(=O)C12CC3CC(CC(C3)C1)C2)NC12CC3CC(CC(C3)C1)C2	9	9	-0.9	38	2	41*	23	28
CN(C)S(=O)(=O)c1ccc2nnn(OCC(=O)NC3CCS(=O)(=O)C3)c2c1 (stereo unspecified)	-1	7	1.8	-6	1	-1	8	7
Cc1ccc(C(=O)Nc2nccs2)cc1S(=O)(=O)N1CCCCC1	20	-12	0.7	27	-1	18	-15	23
Cc1cc2oc(C(=O)NC3CCS(=O)(=O)C3)c(C)c2cc1C (stereo unspecified)	14	3	1.6	-8	0	16	-3	4
Cc1cccc(/C=N/c2sc3c(c2C#N)CCN(Cc2ccccc2)C3)c1O	8	-10	4.6	9	1	36	-30	6
COc1ccc(C2SCC(C(=O)O)N2C(C)=O)cc1OC (stereo unspecified)	-5	3	-0.3	6	-2	15	-12	8

Among those listed so far, 3 have a COOH group:
SMILES	Mdm2 MdmX PPI	Jurkat NFkB inh	CHOP UPR activ	TIM10 inh	XBP1 UPR activ	tim10-1 inh	697 NFkB inh	tim23-1 inh
Cc1ccc2nc(N3CCN(C(=O)CCCC(=O)O)CC3)nc(-c3ccccc3)c2c1	17	-3	1.2	21	6	25	-29	29
O=C(O)c1ccc(NC(=O)C(c2ccccc2)c2ccccc2)cc1	19	4	1.2	-3	-3	9	14	10
COc1ccc(C2SCC(C(=O)O)N2C(C)=O)cc1OC (stereo unspecified)	-5	3	-0.3	6	-2	15	-12	8
